# Compound activity (PubChem)
# ERp5 inh: inhibitors of ERp5-driven insulin aggregation, primary screen, biochemical, turbidity, absorbance 650 nm, single point; Protein disulfide-isomerase A6 (Homo sapiens), Q15084; 90 min; inhibition, % at 9.99 µM; hit rate 0.05% among 350,000; AID 651711, 2012;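 active = mean replicate inhibition above about 25%, with every replicate also reaching it, limit read from the data, passing the limit was not always enough; inconclusive = only one of those two criteria met; inactive = neither criterion met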
# Target sequence (Q15084 whole entry, looked up): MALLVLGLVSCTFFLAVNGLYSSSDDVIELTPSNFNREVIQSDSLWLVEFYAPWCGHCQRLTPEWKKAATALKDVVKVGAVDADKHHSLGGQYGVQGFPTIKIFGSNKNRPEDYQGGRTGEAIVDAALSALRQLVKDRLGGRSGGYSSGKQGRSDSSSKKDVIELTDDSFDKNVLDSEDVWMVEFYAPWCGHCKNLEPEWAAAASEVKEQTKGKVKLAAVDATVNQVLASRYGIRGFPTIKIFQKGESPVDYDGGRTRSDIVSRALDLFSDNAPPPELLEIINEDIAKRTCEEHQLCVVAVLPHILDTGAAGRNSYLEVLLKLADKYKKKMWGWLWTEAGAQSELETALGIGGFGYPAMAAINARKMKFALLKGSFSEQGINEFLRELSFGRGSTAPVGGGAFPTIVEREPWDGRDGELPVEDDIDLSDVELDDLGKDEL
# CFTR F508del cor: F508del CFTR correction, initial screen, CFBE line, single point. CFBE cells, YFP halide quenching; stimulated with forskolin plus potentiator P3; % fluorescence drop versus neutral controls. activity (quench increase), % at 7.58 µM. hit rate 0.36% among 350,000. AID 720511, 2013;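 active = mean added fluorescence quench of at least 8% versus neutral control, with both replicates also reaching 8%; inconclusive = only one of the mean or replicate conditions met; inactive = mean below 8% and not both replicates reaching 8%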;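 also: cells transiently co-express mutant CFTR-F508del with the halide-sensitive YFP; corrector assay measuring rescue of mutant channel to the surface after 24 h compound exposure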
# Xi reactivation: activators of inactive X chromosome reactivation, primary screen, imaging, XiGFP fibroblasts, GFP high-content imaging, set 2; XiGFP mouse fibroblasts, % GFP-positive cells imaging, 3 d; cells co-treated with 5-aza-dC sensitizer; scaled so ellipticine positive control = 100%; activation, % at 7.58 µM; hit rate 0.055% among 360,000; AID 743238, 2013;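 active = mean normalized replicate activation at least 10% and every replicate at or above 10%; inconclusive = only one of the two criteria met; inactive = mean below 10% and not all replicates reach 10%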;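 also: 0% = median of on-plate neutral control wells and 100% = ellipticine 6 µM median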
#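 material = 68-5-11 XiGFP fibroblast line | medium = DMEM plus 5-aza-dC sensitizer | schedule = 3 days compound exposure | benchmarks = positive control ellipticine, 6 µM final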
# ARNT-TACC3 inh: disruptors of ARNT/TACC3 protein interaction, primary screen, biochemical, AlphaScreen, single concentration. Transforming acidic coiled-coil-containing protein 3 (Homo sapiens), Q9Y6A5. AlphaScreen His-ARNT PAS-B/GST-TACC3 binding, luminescence; TACC3 fragment carries E629A point mutation. inhibition, % at 9.99 µM. hit rate 0.66% among 390,000;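 active = mean inhibition of replicates at least 50% and at least half of replicates each reaching 50%; inconclusive = half or more replicates reach 50% but mean below 50%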;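 also: 0% = complete ARNT plus TACC3 wells and 100% = ARNT alone without TACC3; many hits fall short of the cut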
# EWS-Fli inh: EWS/Fli-driven NR0B1 reporter inhibitors, primary screen, A673 cells, NR0B1 luciferase, luminescence, MLPCN library | viability-normalised | AID 651661, 2012 | hit rate 0.67% among 350,000 | inhibition, % at 12.6 µM;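 active = mean inhibition of at least 50% after viability correction, with every replicate also passing that limit; inconclusive = mean reaches 50% but only one of two replicates passes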;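 also: firefly luciferase signal divided by Alamar Blue viability fluorescence both relative to DMSO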
# DENV2 CPE rescue: inhibitors of DENV2 cytopathic effect, primary screen, cell-based, plate reader, single concentration; DENV2-infected cells, cytopathic effect rescue; CPE inhibition, % at 9.99 µM; hit rate 1.7% among 350,000; AID 651640, 2012; in the data active = CPE inhibition above about 20%, passing the limit was not always enough; inconclusive = no clear call, values can overlap the other calls; tested in BHK-21 cells;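 also: 0% = median of neutral control wells and 100% = median of positive control wells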
# PAX8 reporter: inhibitors of PAX8-driven TPO luciferase reporter, primary screen, RMG-I cells, single concentration; hit rate 1.2% among 360,000; SteadyGlo, 24 h; AID 652154, 2013; inhibition, % at 12.6 µM;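 active = mean replicate inhibition at least 60% with every replicate also reaching 60%; inconclusive = only one of the two criteria is met; inactive = mean below 60% and not all replicates reaching 60%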;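 also: luciferase light reporting Pax8 driven TPO promoter activity; plate controls were median of neutral control wells for no effect and mitoxantrone controls for full effect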
# GSIS activator: GLuc luminescence reporter in INS-1E cells, primary screen for activators of glucose-dependent secretion of insulin. INS-1E GLuc reporter insulin secretion, 2-3 h. activation, % at 16.6 µM. hit rate 0.61% among 370,000;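 active = lowest replicate activation of at least 40%, so every replicate reaches that level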;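 also: 0% = median of neutral control wells and 100% = median of IBMX positive control wells; some compounds called inactive have numbers as strong as hits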
# * marks the source's active call; other numbers are inactive results; ? = inconclusive; · = not tested or not shown.
no.	canonical_smiles	ERp5 inh	CFTR F508del cor	Xi reactivation	ARNT-TACC3 inh	EWS-Fli inh	DENV2 CPE rescue	PAX8 reporter	GSIS activator
1	CC(C)C#Cc1cnc2c(c1)C(=O)N([C@H](C)CO)C[C@H](C)[C@@H](CN(C)C(=O)c1cnccn1)O2	2	0.7	0.1	-10	-9	-1	·	2
2	COc1ccc2nnc(-c3ccc(C(F)(F)F)cc3)n2n1	3	1.1	0.2	-8	17	-3	31	-7
3	C=CCc1ccccc1OCC(O)CN1CCN(c2ccccc2OC)CC1 (configuration not stated)	7	1.8	0.5	5	3	0	10	·
4	CN(CC(=O)Nc1c(Cl)cccc1Cl)C(=O)c1cc2ccccc2cc1O	-1	-1.0	0.0	·	1	-1	9	14
5	Nc1nc2c(Cl)cc(Cl)cc2s1	2	-0.4	0.3	-3	-9	0	-18	18
6	CCOC(=O)c1c(N)sc(N)c1C(=O)OCC	4	·	0.0	6	11	-5	-33	·
7	NS(=O)(=O)c1ccc(NC(=O)CCCCCN2C(=O)c3ccccc3C2=O)cc1	-11	1.1	0.1	-8	-8	2	8	12
8	COC(=O)/C(C#N)=C\c1c(OC)[nH]c2ccccc12	·	-0.4	0.6	-3	3	1	-2	·
9	Cc1ccc(C)c(C(=O)NC(C)c2ccc(-n3ccnc3)cc2)c1 (configuration not stated)	5	1.3	0.5	-5	2	7	-7	-10
10	O=C(CCn1c(=S)[nH]c2ccccc2c1=O)NCC1CCCO1 (configuration not stated)	-5	0.9	·	-3	5	-4	·	12
11	NC(=O)c1ccc(NC(=O)COC(=O)CCC(=O)c2ccc(Cl)cc2)cc1	-6	-2.6	0.0	-18	4	8	11	-1
12	COC(=O)C[C@H]1CC[C@@H]2[C@H](COc3ccc(NC(=O)c4cccs4)cc3C(=O)N2C)O1	·	-3.4	0.1	-4	6	-2	-16	8
13	CCC(CCC(=O)NNC(=O)Cc1ccc([N+](=O)[O-])cc1)C(=O)O (configuration not stated)	2	1.3	-0.1	-4	3	1	9	·
14	COc1ccc(-c2nn(CCC#N)cc2C(=O)Nc2cccc(C(=O)O)c2)cc1OC	-1	0.4	0.0	1	7	4	-10	6
15	CC1CCN(S(=O)(=O)c2ccc(NC(=O)c3ccncc3)cc2)CC1	-2	-0.7	0.1	2	32	-4	17	4
16	C[C@@H]1CN([C@H](C)CO)C(=O)c2cccc(NC(=O)Nc3ccc4c(c3)OCO4)c2O[C@H]1CN(C)Cc1ccncc1	-2	0.0	-1.0	8	-34	-2	-130	10
17	Cc1ccc(C(=O)N(c2c(C)n(C)n(-c3ccccc3)c2=O)C(C)C)cc1	4	0.4	·	-6	3	-2	·	31
18	CCCCCc1c(-c2ccccc2OC)ncn1CCc1ccccc1OC	1	1.3	0.2	·	43	26*	99*	9
19	CCOCCOC(=O)C(C)Oc1ccc(Oc2nc(Cl)ccc2Cl)cc1 (configuration not stated)	3	-0.3	0.0	-7	14	2	5	-8
20	CC(C)OCCCNC(=O)NC(=O)c1ccc(Cl)cc1	0	-1.7	0.0	-5	-27	-1	-23	-6
21	COc1ccc(N2CCN(CCNS(=O)(=O)c3ccc(C)cc3)CC2)cc1	-3	-0.4	0.0	26	-2	0	4	-7
22	C=CCNc1ncnc2c1ncn2[C@H]1CN(Cc2ccc(F)cc2)C[C@@H](CO)O1	-7	-3.7	-0.1	·	-3	1	-1	7
23	CCCC#Cc1ccc([C@@H]2[C@@H](CO)N(S(C)(=O)=O)[C@H]2C#N)cc1	2	-1.0	0.3	4	-2	-6	-7	-6
24	COc1ccc(-c2ccc3c(c2)[C@@H]2[C@@H](CCN2C(=O)c2cnccn2)[C@@H](CO)N3)cc1	1	3.6	0.0	-2	-9	8	6	-3
25	COc1ccc(OC)c(NC(=O)CN(Cc2ccccc2)S(C)(=O)=O)c1	0	-3.0	0.1	0	4	-2	12	-4
26	COc1ccc(-c2cc(C(=O)N3CC(C)CC(C)C3)c3ccccc3n2)cc1OC (configuration not stated)	5	1.8	0.0	-4	8	4	17	-5
27	C[C@@H]1CN([C@H](C)CO)S(=O)(=O)c2ccc(C#Cc3ccccc3F)cc2O[C@H]1CN(C)CC1CCOCC1	·	-0.8	0.6	·	21	·	42	-14
28	CN(C)C(=O)c1cccc(-c2ccc3c(c2)[C@@H]2[C@@H](CCN2C(=O)Cc2ccccc2)[C@H](CO)N3)c1	3	1.8	0.0	3	1	9	-1	0
29	CC(C)(C)C(=O)Nc1ccc(-c2nc3ccccc3c(=O)o2)cc1	3	-3.0	0.1	-2	-8	-4	-22	-13
30	CC1CCc2c(sc(NC(=O)c3cccn3C)c2C(N)=O)C1 (configuration not stated)	-3	·	0.0	0	-121	-5	-116	·
31	COC(=O)[C@]12C[C@H](CC(=O)NCc3ccc(C)o3)C(=O)N(Cc3ccccc3)C1=C[C@H](C(C)(C)C)O[C@@H]2C	-3	1.9	0.1	·	-76	9	-4	·
32	O=C(N/N=C/c1cccc([N+](=O)[O-])c1O)C(O)(c1ccccc1)c1ccccc1	0	-0.2	0.4	33	1	12	-3	-12
33	CCN(Cc1ccccc1)C(=O)Cn1c(=O)n(CCC(=O)N2CCCCC2)c(=O)c2sccc21	0	3.7	0.0	6	-7	-6	11	·
34	Cn1cnc(CCNC(=O)C[C@@H]2CC[C@H]3[C@@H](COC[C@H](O)CN3C(=O)Nc3ccc(F)cc3)O2)c1	6	0.3	0.2	-9	9	9	-14	14
35	O=C(O)c1ccc(NC(=O)c2ccc(COc3ccccc3)o2)cc1	3	1.2	0.0	-24	-10	?	-29	-4
36	COc1ccc(S(=O)(=O)NC2CCSc3ccccc32)cc1OC (configuration not stated)	3	-2.9	0.2	-1	2	10	1	8
37	CS(=O)(=O)c1ccc2sc(NC(=O)c3cc4ccccc4o3)nc2c1	3	-1.5	-0.1	-4	-33	-2	-10	22
38	Cc1ccc(-c2nnnn2C2C/C(=N\NC(N)=S)C3OCC2O3)cc1 (configuration not stated)	-2	1.3	0.4	7	-1	-2	-13	-7
39	CC(C)(C)c1ccc(C(=O)NCC(=O)OCc2ccc([N+](=O)[O-])cc2)cc1	·	·	0.2	-6	·	·	5	-30
40	CNC(=O)C[C@H]1CC[C@H]2[C@H](COc3ccc(NC(=O)Nc4cc(C)cc(C)c4)cc3C(=O)N2C)O1	·	1.4	0.2	-2	-7	46*	-8	-7
41	Cc1ccc(CN2CCC(CNC(=O)Nc3ccccc3F)CC2)cc1	3	-1.9	0.0	11	0	-5	4	-9
42	Cc1cc(C(=O)Nc2cccc3c2O[C@@H](CN(C)S(=O)(=O)c2ccc(F)cc2)[C@H](C)CN([C@@H](C)CO)C3=O)n(C)n1	-6	-0.8	0.0	-8	-4	-1	·	22
43	O=C(Cc1ccccc1)N1CC[C@@H]2[C@@H](CO)Nc3ccc(-c4ccc(F)cc4)cc3[C@@H]21	·	3.0	0.0	28	3	-1	9	5
44	CC(C)NC(=O)CN1CCN(C(=O)CCl)CC1	5	1.6	0.5	·	3	3	12	9
45	CCOc1ccc(S(=O)(=O)Nc2nc3ccccc3nc2Nc2ccc(N3CCOCC3)cc2)cc1	3	·	0.5	2	0	-1	-6	·
46	O=C(CCl)N(c1ccccc1)C1CCS(=O)(=O)C1 (configuration not stated)	·	·	-0.2	-1	·	·	44	49
47	COc1cc(C2C(C#N)=C(N)Oc3c2ccc2ccccc32)ccc1OCC(=O)Nc1ccc(C)cc1 (configuration not stated)	4	·	0.8	8	10	-3	36	-3
48	CCCC#Cc1ccc([C@@H]2[C@H]3CN(C(=O)NC4CCCC4)CC(=O)N3[C@H]2CO)cc1	3	4.3	0.1	·	4	22*	-9	-17
49	Cc1ccc(S(=O)(=O)Nc2cccc3c2O[C@@H](CN(C)S(=O)(=O)c2cn(C)cn2)[C@H](C)CN([C@H](C)CO)C3=O)cc1	3	1.7	0.6	-30	-6	17	-9	0
50	CCOC(=O)c1c(C)[nH]c(C)c1S(=O)(=O)NC1CCN(C(=O)OCC)CC1	4	-1.5	0.0	-3	-2	10	0	8
51	O=C(C[C@H]1CC[C@H](NS(=O)(=O)c2ccccc2)[C@@H](CO)O1)NCc1ccccc1F	-2	-0.1	0.1	-5	5	18	-1	1
52	O=C(CSc1nnc(-c2cccs2)o1)OCc1ccccc1	0	-2.9	·	-1	4	-2	·	-61
53	CC(C)NC(=O)N[C@@H]1CC[C@H](CC(=O)NCc2ccc(Oc3ccccc3)cc2)O[C@@H]1CO	2	-2.2	-0.4	-2	5	2	10	0
54	O=C(CCC1CCCCC1)NCc1ccccn1	-4	-2.5	-0.1	·	5	-4	-8	-4
55	COc1ccc2c3c(n(C)c2c1)[C@@H](CO)N(Cc1ccncc1)CC31CN(C(=O)C2CCCC2)C1	-8	0.2	0.2	·	3	-12	17	-4
56	Cc1ccc(S(=O)(=O)N(C)C[C@H]2OCCCC[C@H](C)Oc3ccc(NC(=O)c4ccccc4)cc3C(=O)N([C@@H](C)CO)C[C@H]2C)cc1	-4	0.4	0.0	13	12	11	-1	-38

# Continuation.
no.	canonical_smiles	ERp5 inh	CFTR F508del cor	Xi reactivation	ARNT-TACC3 inh	EWS-Fli inh	DENV2 CPE rescue	PAX8 reporter	GSIS activator
57	C/C(=N\OCc1ccc(C#N)cc1)c1ccccc1	0	3.8	0.0	-34	-141	0	-126	-17
58	N#C[C@H]1[C@@H](c2ccccc2-c2ccccc2F)[C@H](CO)N1C(=O)C1CCC1	0	-1.2	0.0	·	3	3	·	-6
59	COc1cccc(C(=O)Nc2ccc3nc(N4CCOCC4)cc(C)c3c2)c1	0	2.4	0.0	10	0	-8	-13	18
60	CC(C)NC(=O)Nc1ccc2c(c1)C(=O)N([C@H](C)CO)C[C@@H](C)[C@H](CN(C)C(=O)c1ccncc1)OCCCC[C@@H](C)O2	-5	1.8	0.1	-3	·	-1	-15	-5
61	Cc1ccc2c(c1)C1C3CCC(C3)C1S(=O)N2 (configuration not stated)	-2	-0.2	0.2	-6	-4	3	-8	-1
62	COc1cccc(/C=N/N2C(=O)CSC2=S)c1O	1	·	0.0	67*	5	-6	-4	2
63	COc1ccccc1-n1cc(C(=O)N2CCCC(CO)(Cc3ccccc3C)C2)cn1 (configuration not stated)	1	-1.2	0.0	7	16	2	-1	-5
64	Cc1cc(N2CCN(C(=O)c3cccs3)CC2)c(F)cc1[N+](=O)[O-]	4	0.9	-0.1	-3	-18	1	20	7
65	NC1=NC[C@H](Cc2ccc(O)cc2)N1CCc1cccc(F)c1	2	-4.1	0.0	-4	-3	8	8	27
66	Cc1c(CN2CCN(CC(C)(C)C)C(CCO)C2)[nH]c2ccccc12 (configuration not stated)	0	7.6	0.0	-2	21	-8	20	-10
67	CO[C@@H]1CN(C)C(=O)c2cc(NC(=O)c3cc(C)on3)ccc2OC[C@@H](C)NC[C@@H]1C	-1	-1.6	0.1	-7	0	0	-1	10

# Compounds as they come, and some 4.2% of all compounds hit somewhere here.
